Giardia killer = kills Giardia lamblia; AID 540267; Giardia lamblia trophozoite viability; hit rate 0.15% among 340,000; activity change, % at 7.66 µM, hits read low; in the data active = activity change below about -80%; inconclusive = between about -30% and that limit;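 also: parasites exposed to compound for two days anaerobically before the ATP read; % is scaled to controls: 0 for no effect and ±100 for the full control effect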
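ATP-content bioluminescence gauges trophozoite survival. Cells (100/well) receive compound and incubate anaerobically for 48 hrs at 37 deg C; detection reagent follows for 15-30 min at room temperature.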
Gal4-VP16 FLuc = Gal4-VP16 reporter inhibition counter-screen; Drosophila S2 Gal4-VP16 UAS-luciferase, luminescence, 20 h; Potency, µM (highest dose often 53.6 µM), without a hit: top-dose activity, negative = inhibition, actives largely listed as inhibitors; hit rate 3.5% among 310,000;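 also: Gal4-VP16 expression switched on by copper sulfate through the metallothionein promoter; potency is read from the fitted curve at half-maximal effect; % is scaled to controls: 0 for no effect and ±100 for the full control effect; nearly all actives have a fitted effect of over 50% in size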
Rab9 promoter act = activates the Rab9 promoter | hit rate 2.8% among 320,000 | Potency, µM (highest dose often 9.22 µM), for inactives: at the highest dose activation, negative = inhibition, actives largely listed as activators | Huh7 Rab9 promoter-luciferase reporter, luminescence, 24 h; also: potency is read from the fitted curve at half-maximal effect; % of control where 0% means no effect; nearly all actives have a fitted effect of over 60% in size
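Stable Rab9-luc Huh7, 1500 cells/well, 2 h settle; cmpd in DMSO, 24 h, 37 °C/5% CO2; luciferase reagent 10 min RT; luminescence.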
Tb PFK inh = inhibitors of T. brucei phosphofructokinase; O15648; T. brucei PFK, ADP-Glo luminescence; Potency, µM (top dose mostly 57.5 µM), without a hit: at the highest dose activity, negative = inhibition, usual class: inhibitors; hit rate 0.17% among 330,000;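 also: potency is read from the fitted curve at half-maximal effect; 0% = uninhibited 1x PFK enzyme wells and -100% = no-enzyme wells; nearly all actives have a fitted effect of over 60% in size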
Target sequence (O15648 whole entry, looked up): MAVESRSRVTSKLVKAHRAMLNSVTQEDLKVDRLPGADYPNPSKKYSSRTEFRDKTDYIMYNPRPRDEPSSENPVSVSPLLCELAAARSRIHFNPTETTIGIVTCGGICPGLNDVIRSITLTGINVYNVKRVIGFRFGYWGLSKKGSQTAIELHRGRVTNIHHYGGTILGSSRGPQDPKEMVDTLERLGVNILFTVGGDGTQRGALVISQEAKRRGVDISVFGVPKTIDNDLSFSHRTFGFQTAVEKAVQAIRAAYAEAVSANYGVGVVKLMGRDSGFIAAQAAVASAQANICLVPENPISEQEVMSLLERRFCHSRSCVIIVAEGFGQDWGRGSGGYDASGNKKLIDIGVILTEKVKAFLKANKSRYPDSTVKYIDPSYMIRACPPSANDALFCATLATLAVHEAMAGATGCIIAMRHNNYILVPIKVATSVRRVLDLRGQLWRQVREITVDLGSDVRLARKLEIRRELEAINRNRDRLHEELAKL
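Luminescent ADP detection (ADP-Glo, two-step: ATP depletion then ADP-to-ATP conversion for luciferase) reported PFK activity after 45 min room-temperature reaction of 1.25 nM enzyme with 0.5 mM F6P and 0.1 mM ATP at pH 8.0.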
NPC1 prom act = NPC1 promoter activation; Potency, µM (doses to about 9.22 µM), inactives show at the highest dose activation, hits mostly activators; Huh7 NPC1 promoter luciferase reporter, 24 h; hit rate 2.4% among 320,000;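 also: potency is read from the fitted curve at half-maximal effect; % of control where 0% means no effect; nearly all actives have a fitted effect of over 60% in size; reporter is driven by a mutant NPC1 promoter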
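Huh7 reporter cells (NPC1 promoter driving luciferase) are dosed with compound for 24 h at 37 °C, 5% CO2; luciferase detection reagent is then added and luminescence measured after 10 min at ambient temperature.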
KCNH2 3.1 inh = blocks the human KCNH2 3.1 channel isoform | U2OS KCNH2 3.1, thallium flux FluxOr; active compounds read low | activity change, % (tested at about 1.8 µM) | hit rate 0.95% among 340,000 | AID 720553;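 active = maximum activity change below -70%; inconclusive = maximum activity change from -70% to -50%; inactive = maximum activity change above -50%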;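 also: thallium influx rate constant from kinetic fluorescence after stimulation buffer; % is scaled to controls: 0 for no effect and ±100 for the full control effect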
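Channel expression came from 3.1 mutant virus (1.77 x 10^8 /mL) applied to suspended U2OS cells for 4 h. Flux was tracked with FluxOr dye plus Red40 quencher, and kinetic rate constants normalized to controls.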
RORg inh = inhibitors of mouse ROR gamma transcriptional activity. P51450. Drosophila S2 Gal4-RORgamma UAS-luciferase reporter, 20 h. Potency, µM (doses to about 53.6 µM), inactives show top-dose activity change, negative = inhibition, actives largely listed as inhibitors. hit rate 5.4% among 310,000. AID 2551; also: potency is read from the fitted curve at half-maximal effect; % is scaled to controls: 0 for no effect and ±100 for the full control effect; nearly all actives have a fitted effect of over 60% in size
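Read-out: Photinus luciferase luminescence; inhibitors lower reporter signal. Insect Schneider cells with Gal4-ROR gamma fusion under metallothionein promoter, UAS reporter; 700 uM final copper sulfate induction, 20 hr, ambient temperature.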
ELG1 genotox = inducers of genotoxicity in HEK293T ELG1-luciferase cells. HEK293T ELG1-luciferase reporter, luminescence, 16 h. Potency, µM (highest dose often 46 µM), for inactives: at the highest dose activity change, positive = activation, hits mostly activators. hit rate 1.3% among 330,000; also: potency is read from the fitted curve at half-maximal effect; % of control where 0% means no effect; nearly all actives have a fitted effect of over 60% in size
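Genotoxicity was scored as increased ELG1-luciferase reporter signal, measured by ONE-Glo luminescence (30 min, room temperature). Compound or vehicle exposure of the HEK293T reporter cells lasted 16 hr at 37°C.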
FBPA coupling cs = inhibits coupling enzyme system, counter-screen for aldolase hits. activity change, negative = inhibition, % at 58.2 µM, hits read low. AID 2472. hit rate 0.67% among 290,000. coupling enzyme system counterscreen, AmpLite Red fluorescence; in the data active = activity change below about -30%; also: % is scaled to controls: 0 for no effect and ±100 for the full control effect
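First, compound is pin-transferred into glyceraldehyde-3-phosphate coupling-enzyme reagent at 57.5 uM final and held 10 min at RT. Next, substrate, coupling system and AmpLite Red are added. After 20 min RT, fluorescence (525/598 nm) is read.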
uPA generation = blocks generation of uPA at the cell surface; cell surface uPA generation assay, qHTS; Potency, µM (series often up to 38.3 µM), inactives show top-dose activity change, negative = inhibition, most hits filed as inhibitors; hit rate 0.31% among 330,000; active = well fitted inhibition curve with a large enough effect; inconclusive = small, poorly fitted or top-dose-only effect; inactive = no such curve, though single readings can be large or run the other way; tested in mouse RAW 264.7 cells; also: potency is read from the fitted curve at half-maximal effect; % is scaled to controls: 0 for no effect and ±100 for the full control effect; nearly all actives have a fitted effect of over 55% in size
FLuc counter = inhibits or activates purified firefly luciferase, miR-21 counter-screen | P08659 | purified FLuc, Km substrates, luminescence inhibition | Potency, µM (top dose mostly 57.5 µM), without a hit: at the highest dose activity change, negative = inhibition, hits mostly inhibitors | hit rate 6.9% among 360,000 | AID 588342;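 also: potency is read from the fitted curve at half-maximal effect; plate controls were vehicle for no effect and reference inhibitor for full effect; nearly all actives have a fitted effect of over 55% in size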
Target sequence (P08659 whole entry, looked up): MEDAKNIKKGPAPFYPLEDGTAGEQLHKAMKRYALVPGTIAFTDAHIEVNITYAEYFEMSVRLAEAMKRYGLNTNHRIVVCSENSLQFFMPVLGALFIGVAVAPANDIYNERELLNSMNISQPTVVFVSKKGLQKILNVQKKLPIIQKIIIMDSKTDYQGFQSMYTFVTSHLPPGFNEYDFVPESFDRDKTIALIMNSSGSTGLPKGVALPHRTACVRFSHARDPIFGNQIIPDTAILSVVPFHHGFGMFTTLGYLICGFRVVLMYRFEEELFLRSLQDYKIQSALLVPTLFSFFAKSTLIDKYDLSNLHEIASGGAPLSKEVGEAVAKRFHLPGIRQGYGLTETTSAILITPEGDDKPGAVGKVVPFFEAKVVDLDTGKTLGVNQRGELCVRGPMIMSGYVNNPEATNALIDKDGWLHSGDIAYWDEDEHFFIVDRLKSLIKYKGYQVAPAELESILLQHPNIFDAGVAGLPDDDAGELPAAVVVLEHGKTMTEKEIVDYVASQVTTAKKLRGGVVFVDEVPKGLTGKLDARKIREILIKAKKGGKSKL
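Purified P. pyralis luciferase, 10 nM final, with Km-level 10 uM D-luciferin and 10 uM ATP in 50 mM Tris acetate pH 7.5, 10 mM Mg acetate, 0.01% Tween-20, 0.05% BSA; 6-point qHTS titration about 60 µM downward; luminescence read.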
The depositor's hits bear a star; ? = inconclusive; / = not tested or not shown; & = joins results of further samples; [ ] = remark or other dose. Unless noted, calls follow the shape of the dose curve; as a rule, active = well fitted curve in the direction sought with a large enough effect; inconclusive = small, poorly fitted or top-dose-only effect, or another doubt; inactive = no such curve, though single readings can be large; an effect the other way counts as inactive or inconclusive.

SMILES | Giardia killer | Gal4-VP16 FLuc | Rab9 promoter act | Tb PFK inh | NPC1 prom act | KCNH2 3.1 inh | RORg inh | ELG1 genotox | FBPA coupling cs | uPA generation | FLuc counter
CC1CC(C)(C)CC2(C1)NC(=O)N(CC(=O)OCc1ccc(Br)cc1)C2=O (centres undefined) | 24 | / | 9% | -3% | -3% | -42 | / | 0% | / | 3% | 1%
O=C(CN(Cc1ccc2c(c1)OCO2)C(=O)CNS(=O)(=O)c1ccccc1)NCC1CCCO1 (centres undefined) | -4 | 0% | -5% | 1% | 8% | 4 | 13% | 4% | 0 | 0% | 0%
CCOc1ccc(N(CC(=O)Nc2cccnc2)S(C)(=O)=O)cc1 | 9 | 4% | -13% | -2% | 0% | -1 | 23% | 1% | 5 | 2% | -10%
COc1ccc(C(C)=O)cc1COc1ncnc2ccccc12 | 6 | -28% | 0% | 7% | 2% | -7 | -4% | 4% | -1 | -1% | 3%
Cn1c(N)c(C(=O)COC(=O)Cc2ccc(Cl)c(Cl)c2)c(=O)n(C)c1=O | 8 | / | / | 9.5µM* | / | -38 | / | 0% | / | -5% | /
O=c1[nH]c2ccccc2cc1CN(Cc1cccnc1)S(=O)(=O)c1ccc([N+](=O)[O-])cc1 | -27 | 2% | -2% | 0% | -1% | ? | -36% | -4% | / | ? | -4%
CS(=O)(=O)N1CCC(Oc2ccccc2C(=O)NCCCc2cccnc2)CC1 | 5 | -4% | -9% | -7% | 1% | 5 | ? | -5% | 1 | -2% | -5%
COc1ccccc1Nc1nnc(SCC2CCCCO2)s1 (centres undefined) | ? | -21% | 2.5µM* | -2% | 3.5µM* | 26 | 7% | ? | 3 | -20% | 1.5µM*
CC(C)(CNc1ccc([N+](=O)[O-])cc1C#N)N1CCOCC1 | 4 | 1% | -7% | 7% | -6% | -17 | 30% | -2% | 1 | -1% | 0%
COc1ccc(NS(=O)(=O)c2cccc(C(=O)N/N=C/c3ccc(O)cc3)c2)cc1 | -9 | -1% | 0% | ? | -4% | -19 | -21% | 6% | -1 | -1% | 2%
CCOC(=O)c1cnc2ccccc2c1NCCc1ccc(OC)c(OC)c1 | -6 | -4% | 2% | 2% | 1% | -49 | -42% | -2% | 3 | 2% | -13%&-2%
CCOC(=O)N1CCN(c2ccc(C(=O)CC)cc2F)CC1 | 3 | -7% | -4% | 1% | 0% | 6 | 12%[10 µM] | 7% | 2 | 5% | -1%
O=C(CSc1nc2ccccc2o1)Nc1ccccc1N1CCOCC1 | -1 | 13% | -1% | 0% | 0% | 0 | 19% | -2% | -1 | -6% | 1%
COc1ccc(C(C(=O)NCCC(C)C)N(CCN2CCOCC2)C(=O)Cn2nnc3ccccc32)c(OC)c1 (centres undefined) | -23 | -11% | -5% | 4% | -8% | 10 | 2% | -1% | 0 | -4% | 4%
Cc1ccccc1NC(=O)CCC(=O)N/N=C/c1ccncc1 | 17 | 3% | -5% | 0% | -2% | 1 | 13% | 0% | -2 | -2% | 1%
Cc1ccc(/C([O-])=C(/C(=S)NCc2ccc3c(c2)OCO3)[n+]2ccc(N(C)C)cc2)c(C)c1 | 4 | 4% | -5% | -3% | -2% | -8 | 4% | 1% | 1 | -5% | -1%
COc1ccccc1N1CCN(Cc2nc(N)nc(Nc3ccc(C)c(Cl)c3)n2)CC1 | 2 | 1% | -24% | -3% | -8% | -106* | 11µM* | -31%[inhibitor] | -4 | -9% | 2%
Cn1nnc(NC(=S)NC(=O)c2cc3ccccc3o2)n1 | -22 | 6.3µM* | 10% | 0% | 3% | -6 | 1.1µM* | 1% | -7 | 9% | ?
CC(C)C(=O)Nc1ccccc1C(=O)N/N=C/c1ccc([N+](=O)[O-])cc1 | -1 | 8% | 1% | -1% | 3% | 11 | ? | 0% | 1 | 4% | ?
Cc1ccc(C(=O)CCS(=O)(=O)c2ccc(Cl)cc2)cc1 | -5 | ? | 14% | 4% | 2% | -21 | 16µM* | 5% | 0 | 2% | ?
C[C@@H]1CN(C(=O)c2nc3ccc(Cl)cn3c2CN(C)CCc2cnn(C)c2)C[C@H](C)O1 | 15 | -3% | 4% | 3% | 0% | 10 | -3% | 0%[9.26 µM] | -3 | -16% | -1%
CN(C)c1ccc(C(=S)N2CCNCC2)cc1 | -2 | -6% | 0% | 0% | -3% | 0 | -16% | 0% | 1 | -2% | 0%
CCOC(=O)CC/C(C)=N\N=C1\SC(CC(=O)O)C(=O)N1c1ccccc1 (centres undefined) | -10 | 3% | 5% | 3% | 0% | 8 | 43% | -1% | 3 | -2% | 1%
CS(=O)(=O)NCc1ccc(C(=O)NCc2ccccc2)cc1 | 11 | 13% | -23% | 1% | 0% | -1 | 3% | 0% | 3 | 5% | -6%

Some of these compounds in order of their number in Tb PFK inh, lowest first.
Molecule | Rab9 promoter act | Tb PFK inh | NPC1 prom act | uPA generation
COc1ccccc1N1CCN(Cc2nc(N)nc(Nc3ccc(C)c(Cl)c3)n2)CC1 | -24% | -3% | -8% | -9%
C[C@@H]1CN(C(=O)c2nc3ccc(Cl)cn3c2CN(C)CCc2cnn(C)c2)C[C@H](C)O1 | 4% | 3% | 0% | -16%
Cc1ccc(C(=O)CCS(=O)(=O)c2ccc(Cl)cc2)cc1 | 14% | 4% | 2% | 2%

Remaining list, next part
SMILES | Giardia killer | Gal4-VP16 FLuc | Rab9 promoter act | Tb PFK inh | NPC1 prom act | KCNH2 3.1 inh | RORg inh | ELG1 genotox | FBPA coupling cs | uPA generation | FLuc counter
C/C(CC(=O)Nc1ccc2c(c1)OCO2)=N\NC(=O)C(c1ccccc1)c1ccccc1 | -8 | ? | -15% | -1% | 0% | 0 | 16µM* | -1% | -3 | 2% | 4%
O=C(NCC(c1cccs1)N1CCOCC1)c1cccnc1 (centres undefined) | -8 | -3% | 6% | 0% | 3% | -6 | -30% | 2% | / | 2% | -1%
O=CNCC(=O)NCCc1ccc(Cl)cc1 | 2 | -12% | -3% | 1% | -5% | 11 | -19% | 1% | 3 | -4% | 4%
C/C(=N/NC(N)=S)c1ccccc1[N+](=O)[O-] | -10 | ? | -2% | 1% | 1% | -38 | 7.1µM* | -2% | 0 | -1% | 3%
CCc1ccc(NC(=O)CSc2nnc(CC)c(CC)n2)cc1 | 0 | -12% | 15% | -1% | 2% | -8 | 5% | 1% | 2 | 0% | -1%&-3%
O=C(CN1C(=O)COc2ccc(Cl)cc21)Nc1nccs1 | -5 | / | 3% | -6% | -5% | 8 | / | 10% | / | 2% | 16%
O=C(CSc1nnc(C2CC2)n1-c1ccccc1)N1CCNC1=O | 7 | / | 2% | 4% | 1% | 9 | / | 1% | / | ? | -2%
Cc1cc(=O)[nH]c(SCCOc2ccc(OC(C)C)cc2)n1 | -2 | ? | ? | 7% | ? | 6 | -13% | 5.2µM* | 3 | -3% | 15µM*
COc1ccc(S(=O)(=O)N2CCOCC2)cc1NC(=O)CSc1nnc2n1CCCCC2 | -7 | / | / | 7% | / | 10 | / | -1% | / | 1% | /
Cc1ccc(NC(=O)c2cccnc2C(=O)Nc2ccc(C)cc2)cc1 | -13 | -4% | -2% | -1% | -1% | 16 | 34% | 3% | 0 | -6% | -13%
CC(=O)OCC(=O)Nc1c(C)cccc1C | 5 | 9% | 2% | 2% | -2% | 9 | -2% | 8% | 3 | ? | -2%
O=C(O)CC(c1cccc([N+](=O)[O-])c1)N1Cc2ccccc2C1=O (centres undefined) | -1 | 0% | 3% | 0% | 3% | 6 | -17% | 0% | 5 | -5% | -2%
CC(=O)Nc1ccc(S(=O)(=O)N2CCN(c3cc(C(F)(F)F)ccn3)CC2)cc1 | 2 | 5% | -10% | 0% | 1% | -3 | ? | -4% | 2 | 2% | 3%
CC(C)C(C(=O)NC1CCCCC1)N(CC1CCCO1)C(=O)CNS(=O)(=O)c1ccc(F)cc1 (centres undefined) | -9 | -1% | -5% | 1% | -6% | 5 | -1% | 0% | 1 | 3% | -1%
COCCN1CCN(C(=O)c2ccc3oc(CCc4ccccc4)nc3c2)CC1 | 4 | -13% | 21% | -13% | 18% | 9 | 14% | ? | / | 11% | -14%

Bioassay records (PubChem BioAssay)

The order is random (roughly 14% active in at least one column).
